IDE cell inh: cellular human IDE inhibition. P14735. HEK cells, FAbetaB cleavage, fluorescence polarization. inhibition, % at 5.59 µM. 320,000 compounds, 0.41% hits. AID 434962;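 active = percent inhibition above the average of all tested compounds plus 3 SD, set per screening campaign, cut at about 16% in these data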;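 also: IDE supplied by intact live HEK cells; FP after avidin binding of uncleaved biotin substrate so inhibition keeps polarization high; 0% = DMSO wells and 100% = 60 µM reference IDE inhibitor Ii1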
SUMO HTRF inh: inhibitors of human SUMOylation (UBC9) | 290,000 compounds, 0.36% hits | inhibition, % at 35 µM | P63279 | HTRF SUMOylation assay, SAE1/SAE2 + UBC9, in vitro; in the data active = inhibition above about 50%, passing the limit was not always enough; also: strong numbers were not always called active
Target sequence (P63279 whole entry, looked up): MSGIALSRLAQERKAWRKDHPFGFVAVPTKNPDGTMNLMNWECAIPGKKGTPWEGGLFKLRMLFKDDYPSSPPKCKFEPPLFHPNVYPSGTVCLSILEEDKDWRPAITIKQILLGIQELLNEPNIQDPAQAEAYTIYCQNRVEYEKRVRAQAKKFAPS
IDE act: IDE (human) activation, cell-based; HEK cells, FAbeta-B cleavage, fluorescence polarization; 0% vehicle, 100% cell-free pure enzyme wells; activation, % at 5.96 µM; 340,000 compounds, 0.073% hits; AID 493087;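 active = activation above the mean of all tested compounds plus 3 SD, set per screening campaign, cut at about 17% in these data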
IMP-1 inh: blocks Pseudomonas aeruginosa IMP-1 metallo-beta-lactamase. inhibition, % at 5.6 µM. purified IMP-1, nitrocefin hydrolysis, epi-absorbance fluorescence. 290,000 compounds, 0.45% hits;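 active = inhibition above the mean plus 3 SD of all compounds in the same screening run, cut at about 4.5% in these data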;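 also: 0% = IMP-1 with DMSO and 100% = DMSO wells lacking enzyme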
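System: purified IMP-1; amount: IMP-1 0.2 nM before substrate addition; compound: single dose, 5.6 µM; times: 25 °C, 15 min preincubation, 25 min reaction; signal: Epi-absorbance via hydrolysed-nitrocefin quenching of white-plate fluorescence, 480/530 nm, EDTA stop; benchmarks: DMSO with and without IMP-1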
VIM-2 inh: blocks Pseudomonas aeruginosa VIM-2 metallo-beta-lactamase | purified VIM-2, nitrocefin hydrolysis, epi-absorbance fluorescence | inhibition, % at 5.6 µM | 290,000 compounds, 0.89% hits;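 active = inhibition above the mean of all tested compounds plus 3 SD, cutoff set per screening run, cut at about 7.5% in these data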;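 also: red hydrolysis product quenches plate fluorescence so inhibitors raise well fluorescence; 0% = enzyme with DMSO and 100% = DMSO without enzyme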
FID counter: displaces DNA intercalator in HCV helicase counter-screen; DNA fluorescent intercalator displacement, fluorescence; inhibition, % at 7.9 µM; 290,000 compounds, 0.17% hits; AID 1845; in the data active = inhibition above about 37%;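 also: 0% = vehicle and 100% = reference compound; higher means more ethidium bromide displaced from hairpin DNA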
HCV NS3 hel inh: HCV NS3 helicase inhibition | NS3 helicase DNA unwinding, Cy5 molecular beacon fluorescence | inhibition, % at 10.9 µM | 290,000 compounds, 0.56% hits | AID 1800;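 active = inhibition above the mean of all tested compounds plus 3 SD, set per campaign, cut at about 35% in these data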;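 also: 0% = DMSO wells and 100% = thioflavine S control wells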
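Test system: hepatitis C virus NS3 helicase domain fragment enzyme. Also added: annealed dual-labelled DNA beacon duplex, ATP-started. Timing: 60 min unwinding reaction at 25 °C after ATP addition. Technique: Cy5 fluorescence. Measure: % inhibition of unwinding.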
pCIP destab: p/CIP protein destabilization | Q05BA5 | F442A p/CIP-EGFP cells, EGFP fluorescence, 16 h | decrease of EGFP signal, % at 10 µM | 290,000 compounds, 0.01% hits | AID 1984;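 active = EGFP signal decrease of at least 30% at 10 µM or well 3 SD below plate mean, unless failing retest; inactive = the rest, including hits failing retest or dose response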; also: some compounds called inactive have numbers as strong as hits; many of its hits are not listed in these tables
M18AAP inhibitor: blocks P. falciparum M18 aspartyl aminopeptidase. inhibition, % at 7.35 µM. AID 1822. 290,000 compounds, 1.2% hits. recombinant PfM18AAP, H-Glu-NHMec fluorogenic cleavage;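 active = inhibition above the campaign mean inhibition over all tested compounds plus 3 SD, cut at about 28% in these data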;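 also: 0% = plate median of test compound wells and 100% = 2 mM ZnCl2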
* = called active by the depositor; / = not tested or not shown.

SMILES	IDE cell inh	SUMO HTRF inh	IDE act	IMP-1 inh	VIM-2 inh	FID counter	HCV NS3 hel inh	pCIP destab	M18AAP inhibitor
COc1ccccc1COn1c(=O)c(-c2ccco2)[n+]([O-])c2ccccc21	1	5	-2	-3.0	-1.1	-3	19	-2	8
COc1ccc(NC(=O)N2CCCC(CNS(=O)(=O)c3cccs3)C2)c(C)c1 (stereo not given)	0	4	0	-2.9	-2.0	-7	2	-1	0
Clc1ccc(Nc2ncn[nH]2)cc1	6	21	-1	-3.0	-4.1	-6	18	-10	34*
CCc1c(C)c2cc(Cl)c(O)c(CN3CCCC3)c2oc1=O	/	36	0	0.8	1.7	-28	35	-3	11
Cc1ccc(N=Cc2nc(-c3ccc(C)cc3)oc2O)cc1	/	11	4	-2.9	-1.5	-1	15	2	-7
Cc1cc(C(=O)Cn2nnc3ccccc3c2=O)c(C)n1-c1c(C)n(C)n(-c2ccccc2)c1=O	4	5	1	-3.9	-2.0	-24	1	-7	-1
O=C(c1ccccc1/S(=N/S(=O)(=O)c1ccccc1)N1CCOCC1)N1CCOCC1 (stereo not given)	-2	10	2	-1.4	-2.5	-1	10	-4	-7
COc1cc(NC(=O)CC(C)n2ccnc2)cc(OC)c1 (stereo not given)	1	6	-1	-1.4	-1.1	-3	12	1	-5
Cc1cccc2nc3c(nc12)-c1ccccc1C3=O	4	24	8	-2.7	1.7	1	-6	-2	-2
COc1ccc(NC(=O)CC2C(=O)N(c3cccc(OC)c3)C(=O)N2CCC(C)C)cc1 (stereo not given)	3	-3	2	-2.5	-1.8	-23	5	6	-3
CCOc1cccc(NCc2cc3c(C(C)(C)C)nn(-c4ccccc4)c3[nH]c2=O)c1	0	-24	6	-5.3	-5.7	-16	0	6	-4
COc1ccc(C(=O)C2CCN(C(=S)NCCc3ccccc3)CC2)cc1	1	6	6	-1.4	-2.4	-5	5	4	-7
O=C(CN1C(=O)c2ccccc2S1(=O)=O)N1CCN(c2ccccc2)CC1	0	2	5	-3.0	-1.5	-6	-1	4	-1
Cc1ccc(S(=O)(=O)N2CCC(=O)N(C(COCc3ccc(C(F)(F)F)cc3)Cc3ccccc3)CC2)cc1 (stereo not given)	1	-17	3	0.0	0.9	-6	8	7	-4
CCCC(=O)Nc1ccc(C(=O)N/N=C/c2cccnc2)cc1	-5	22	3	-1.6	-1.5	-10	2	-16	15
CCOc1ccc(-c2nnc(SCC(=O)N3CCN(c4ccccc4)CC3)o2)cc1	-3	-15	4	-5.2	-1.2	3	5	-10	3
CNC(=O)c1[nH]cnc1C(=O)N[C@@H](Cc1ccccc1)C(=O)OCc1ccccc1	-3	12	-3	-2.5	-3.2	-28	3	-7	2
CCC(=O)N1CCc2cc(S(=O)(=O)NC(C(=O)Nc3cccc(C)n3)C(C)C)ccc21 (stereo not given)	0	-4	8	-3.4	-1.4	-17	1	-2	-7
CCn1c(SCC(=O)N(C)Cc2ccc(OC)c(F)c2)nc2cc(S(N)(=O)=O)ccc21	0	2	3	-3.4	-3.8	-23	-6	1	-1
CC(C)C(=O)N/N=C/c1ccc(OCc2ccccc2)cc1	4	5	1	-1.9	-5.8	-10	-8	-9	-2

Profiles, looked up by structure. Values in the order: IDE cell inh | SUMO HTRF inh | IDE act | IMP-1 inh | VIM-2 inh | FID counter | HCV NS3 hel inh | pCIP destab | M18AAP inhibitor
COc1ccc(C(=O)C2CCN(C(=S)NCCc3ccccc3)CC2)cc1 is listed as 1 | 6 | 6 | -1.4 | -2.4 | -5 | 5 | 4 | -7
CC(C)C(=O)N/N=C/c1ccc(OCc2ccccc2)cc1 is listed as 4 | 5 | 1 | -1.9 | -5.8 | -10 | -8 | -9 | -2

Next part.
SMILES	IDE cell inh	SUMO HTRF inh	IDE act	IMP-1 inh	VIM-2 inh	FID counter	HCV NS3 hel inh	pCIP destab	M18AAP inhibitor
CCOC(=O)/C(=N\Nc1cccc(Cl)c1)Sc1nnc(-c2ccc(OC)cc2)n1C	-1	11	-2	-4.0	-5.2	-17	-4	-18	-1
O=C(O)Cn1ccnc1	2	14	-1	-2.3	-4.2	-1	2	-14	11
COC(=O)COc1ccc(S(=O)(=O)Nc2cc(OC)ccc2OC)cc1	/	-1	/	-2.3	-0.9	-7	-1	-18	5
CCOC(=O)C1(Cc2ccccc2C)CCCN(Cc2cc(OC)c(O)c(OC)c2)C1 (stereo not given)	6	-26	-2	-1.9	-1.2	0	-3	-13	-3
Cc1cc(C)c2cc(C#N)c(SCC(=O)Nc3cc(C)on3)nc2c1	-2	3	-5	-1.6	-2.6	0	-2	-21	7
COc1ccc(F)cc1S(=O)(=O)N1CCN(c2ccccn2)CC1	-4	19	1	-0.6	-0.4	-13	9	-8	-15
COc1ccc(C2(C(=O)NCCc3ccccc3)CCCC2)cc1	-1	17	1	-2.0	-1.0	-29	-8	-6	0
CC(=O)Nc1ccc2nc(NC(=O)C(Cl)(Cl)Cl)sc2c1	4	10	1	-2.3	-1.1	-4	3	-4	1
CCOC(=O)C1=C(N)OC(C)=C(C#N)C1c1ccco1 (stereo not given)	4	-8	-2	-2.2	-6.7	1	-5	-6	2
NC1=NC(=O)CC(C(=O)Nc2cccc3ccccc23)S1 (stereo not given)	0	6	1	-3.7	-3.1	11	5	0	-12
COc1cccc2c1-c1c(O)cccc1C2=O	-1	9	2	-0.7	11*	11	7	-13	-12
COc1ccccc1CN1CCN(Cc2cc(OC)c(OC)cc2OC)CC1	5	25	3	-1.7	-0.2	12	-4	-13	0
Cc1cc(OC(C)C(N)=O)nc(-c2ccccc2)n1 (stereo not given)	5	-2	-2	-2.4	-1.2	-3	-9	-3	5
CCOC(=O)N=Nc1c2ccccc2c2nc3no[nH]c3nc12	/	15	/	-1.8	-1.0	3	-4	/	5
O=S(=O)(/N=C(/c1ccc(Cl)cc1)N1CCOCC1)c1ccc(Cl)cc1	4	22	0	-2.4	-1.2	-17	-1	-6	2
COc1ccc(CNc2ccc(C)c(C)c2)cc1	0	-21	7	-3.2	-2.2	2	-2	-4	6
N#Cc1cc(-c2ccccc2)nn1-c1ccccc1	5	1	-1	3.0	-1.4	-1	-7	16	2
Cc1cccc(C)c1NC(=O)C(C)N1CCCC1 (stereo not given)	8	3	0	-5.2	-5.3	-6	12	-17	1
N#Cc1c(-c2ccccc2)[nH]c(=O)[nH]c1=O	2	14	10	-2.5	-1.7	0	10	-3	-9
COc1ccc(-c2cc(C(=O)OCC(=O)c3ccc(C)c([N+](=O)[O-])c3)c3ccccc3n2)cc1	1	16	0	-2.9	-2.4	0	-3	-16	-2
CC1CCN(S(=O)(=O)N2CCC(C(=O)N3CCC(N(C)CC4CCCO4)CC3)CC2)CC1 (stereo not given)	-1	1	4	-3.3	-0.6	2	2	-5	-2
CC(=O)Nc1ccc(NC(=O)c2cc(=O)c3cc(C)c(C)cc3o2)cc1	-6	21	-2	-0.6	1.1	-22	1	-12	-11
Cc1ccc(-n2nc3c(c2NC(=O)c2ccccc2)CS(=O)(=O)C3)cc1C	4	-4	0	-4.4	-1.4	-26	2	0	2
N#Cc1c(-c2ccco2)nc(SCC(=O)Nc2cccc(Cl)c2)[nH]c1=O	5	20	2	-2.8	-0.1	-16	16	5	-1
NC(=O)CC(NC(=O)Cc1ccc(Br)cc1)c1ccc(NCCc2cccc(F)c2)c([N+](=O)[O-])c1 (stereo not given)	-6	48	-3	/	/	/	/	-12	/
O=c1oc(/C=C/c2ccc([N+](=O)[O-])s2)nc2ccccc12	2	9	1	-2.5	-1.3	1	21	-17	8
CC1=NN(C(=O)c2csc(C(C)C)c2)C(O)(C(F)(F)F)C1 (stereo not given)	-7	-9	-1	-1.7	-1.3	-6	5	17	-12
COc1ccc(CC(=O)NC(CC(=O)O)c2cccc([N+](=O)[O-])c2)cc1 (stereo not given)	3	23	3	-3.6	-5.9	-3	-3	0	0
CCCCC(=O)Nc1cc(OC)c(NC(=S)NC)cc1OC	5	7	5	-2.1	-1.2	-5	3	7	2
CCOC(=O)Cn1c(CN2CC(C)OC(C)C2)nc2c1c(=O)n(C)c(=O)n2C (stereo not given)	6	1	-1	-2.6	0.2	0	-3	5	3
COCCCNC(=O)CCCN1C(=O)c2cccnc2Sc2ccccc21	3	-4	4	-0.4	-0.5	-13	4	-5	-8
Cc1ccc(CN2CCN(/N=C/c3ccccc3)CC2)cc1	7	3	-3	-0.9	-2.3	-16	-13	-2	1
CCN(CC)CCN(C(=O)CCS(=O)(=O)c1ccccc1)c1nc2cc(C)cc(C)c2s1	2	14	-5	-1.2	-0.9	14	-69	-10	-2
CC1CCCN(CC(O)COCC2COc3ccccc3O2)C1 (stereo not given)	4	0	4	-0.9	0.3	10	3	-18	-2
O=C(CSc1nc2ccc(Nc3nc(N4CCOCC4)nc(N4CCOCC4)n3)cc2s1)Nc1ccccc1F	/	9	4	-0.2	-1.6	-7	-2	-5	-1
CS(=O)(=O)C1=NN2C(=N)/C(=C\c3ccc(OCCOc4ccccc4)cc3)C(=O)N=C2S1	3	32	-2	-2.9	-4.8	-4	7	-4	3
COc1ccccc1NC(=O)Nc1nnc(Cc2ccc(F)cc2)s1	2	-1	13	-1.7	-1.1	6	-6	8	3
COc1cc(CNC23CC4CC(CC(C4)C2)C3)ccc1OCc1ccccc1	2	5	3	-2.8	-3.8	20	-24	-10	3
C=CCc1cc(Cl)ccc1OCCn1ccnc1	1	21	3	-1.9	-3.5	10	-5	-7	-3
COc1ccc(/C=C\c2nc(=O)c3ccccc3o2)cc1	/	8	2	-4.3	-1.9	-6	0	4	0
CCn1nc(NC(=O)C(C)C)c2cc3ccc(C)cc3nc21	2	11	2	-0.2	2.1	-25	5	-2	1
CCn1c(SCC(N)=O)nnc1-c1ccc(OC)c(OC)c1	-5	20	1	-3.6	-2.0	-1	13	-8	-4
CCOC(=O)CN1C(=O)C(O)=C(C(C)=O)C1c1ccc(F)cc1 (stereo not given)	1	4	1	0.9	-4.9	3	3	-14	7
CCC(CC)C(=O)Nc1cccc(C(=O)NCCc2ccc(S(N)(=O)=O)cc2)c1	0	11	-6	-4.3	-3.1	-14	-9	-12	-13
CC1CCN(CCCn2c(=S)[nH]c3c(sc4ccc([N+](=O)[O-])cc43)c2=O)CC1	6	8	-7	-5.0	-6.3	3	1	2	5
O=C(Nc1ccc(Cl)cn1)c1ccc2c(c1)OCCO2	2	1	-14	-3.3	-2.8	15	-20	10	-6
CCn1cc(C(=O)NCc2cccs2)c(=O)c2cc(S(=O)(=O)N3CCOCC3)ccc21	-4	8	/	0.2	1.7	-5	10	12	20
Cc1cc(NC(=O)CN2C(=O)NC3(CCCCC3)C2=O)no1	3	-2	0	0.5	-0.7	0	2	-7	-3

Some of these compounds in order of their number in pCIP destab, lowest first.
Molecule	pCIP destab
CCOC(=O)CN1C(=O)C(O)=C(C(C)=O)C1c1ccc(F)cc1 (stereo not given)	-14
CCC(CC)C(=O)Nc1cccc(C(=O)NCCc2ccc(S(N)(=O)=O)cc2)c1	-12
CCn1c(SCC(N)=O)nnc1-c1ccc(OC)c(OC)c1	-8
CCn1nc(NC(=O)C(C)C)c2cc3ccc(C)cc3nc21	-2
O=C(Nc1ccc(Cl)cn1)c1ccc2c(c1)OCCO2	10
CCn1cc(C(=O)NCc2cccs2)c(=O)c2cc(S(=O)(=O)N3CCOCC3)ccc21	12

Screening results: PubChem BioAssay, several laboratories
